Glioma ERSR ind = qHTS for Inducers of the Endoplasmic Reticulum Stress Response (ERSR) in Human Glioma: qHTS; U87-MG GRP78 promoter luciferase reporter, 16 h; Potency, µM, inactives show top-dose activation, hits mostly activators; 420,000 tested, 0.02% active; note: potency is the fitted concentration of half-maximal effect; series mostly up to about 76 µM; % of control where 0% means no effect; nearly all actives have a fitted effect of over 35% in size
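ERSR induction read as luciferase luminescence (Bright-Glo, 10 min at room temperature) in stably transfected human U87-MG glioma cells exposed to compounds for 16 h, using GRP78 as sensor.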
D1 potentiator = Potentiators of Human D1 Dopamine Receptor: qHTS. D(1A) dopamine receptor (Homo sapiens), P21728. HEK293 TREx D1 cells, calcium flux, dopamine EC20 potentiation. potentiation, % at 10 µM. 360,000 tested, 0.036% active; in the data active = potentiation above about 30%; note: 0% is about no effect
Vif-APOBEC3G blk = qHTS for Inhibitors of Vif-A3G Interactions: qHTS | 410,000 tested, 0.076% active | AID 602310, 2012 | Potency, µM (series often up to 46.1 µM), without a hit: at the highest dose activity, negative = active, most hits filed as inhibitors | HeLa A3G-eYFP + Vif (tagged APOBEC3G with the HIV-1 protein that degrades it), YFP fluorescence, overnight | DNA dC->dU-editing enzyme APOBEC-3G (Homo sapiens), Q9HC16;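 note: potency is the fitted concentration of half-maximal effect; % is set by controls: 0 for no effect and ±100 for the full control effect; nearly all actives have a fitted effect of over 60% in size; hits raise eYFP signal because A3G escapes Vif-driven loss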
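HeLa cells stably expressing Vif and C-terminally eYFP-tagged A3G, seeded overnight at 37 deg C, then exposed to compound by pintool overnight at 37 deg C. Rise in yellow fluorescence (Ex 488/Em 500-530, Acumen) marks blocked Vif-driven A3G degradation.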
D1 ag = Allosteric Agonists of the Human D1 Dopamine Receptor: qHTS | HEK293 T-REx D1 cells, calcium flux, agonist mode | D(1A) dopamine receptor (Homo sapiens), P21728 | 360,000 tested, 1% active | AID 504660, 2011 | activation, % at 2 µM; in the data active = activation above about 30%; note: 0% is about no effect
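Tetracycline-induced HEK293 TREx D1 cells, force-coupled to calcium signalling, were dye-loaded with a no-wash calcium kit. Compound was pin-added after a 10 s baseline. Fluorescence was read kinetically at 1 cycle/s for 180 s, with calcium rises flagged as agonism.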
D1 antag = Antagonist of Human D 1 Dopamine Receptor: qHTS; D(1A) dopamine receptor (Homo sapiens), P21728; HEK293 TREx D1 cells, calcium flux, dopamine EC80; active compounds read low; activity change, negative = inhibition, % at 10 µM; 360,000 tested, 3.2% active; AID 504652, 2011; in the data active = activity change below about -30%; note: % is set by controls: 0 for no effect and ±100 for the full control effect
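Kinetic fluorescence of a calcium dye serves as the read-out. D1-expressing Hek293 Trex cells, induced overnight at 30 C, are exposed to compound for 180 s before an EC80 dopamine addition, then read 180 s further.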
Vif-A3F inh = qHTS for Inhibitors of Vif-A3F Interactions: qHTS | HeLa A3F-eYFP + Vif (tagged APOBEC3F with the HIV-1 protein that degrades it), YFP fluorescence increase | Potency, µM (highest dose often 46.1 µM), for the others: top-dose activity, negative = active | 390,000 tested, 0.2% active; note: potency is the fitted concentration of half-maximal effect; % of control where 0% means no effect; nearly all actives have a fitted effect of over 65% in size
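Fluorescence increase (Ex 488/Em 500-530) after overnight compound treatment at 37 deg C flags inhibition of Vif-driven A3F-eYFP loss in stable HeLa A3F-eYFP/Vif cells seeded overnight beforehand.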
D2 PAM = HTS Assay for Positive Allosteric Modulators of the Human D2 Dopamine Receptor: Primary Screen for Potentiators; D(2) dopamine receptor (Homo sapiens), P14416; HEK293 T-REx D2, calcium flux, EC20 dopamine potentiation; potentiation, % at 10 µM; 340,000 tested, 0.34% active; AID 485347, 2010;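 active = potentiation over 3 SD above the plate norm, cut at about 30% in these data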; note: 0% is about no effect
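Potentiation of an EC20 dopamine calcium response is measured in a force-coupled, tetracycline-inducible Hek293 Trex D2 line. Compound-only kinetic reads over 180 s flag agonists before dopamine addition.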
RXFP1 agonist = qHTS Assay for Agonists of the Relaxin Receptor RXFP1; Relaxin receptor 1 (Homo sapiens), Q9HBX9; HEK293T-RXFP1 cAMP TR-FRET, 30 min; response scale: percent of porcine relaxin response, buffer zero; Potency, µM (doses to about 57.5 µM), for the others: top-dose activation, actives largely listed as activators; 370,000 tested, 0.3% active; AID 2676, 2010; note: potency is the fitted concentration of half-maximal effect; % is set by controls: 0 for no effect and ±100 for the full control effect; nearly all actives have a fitted effect of over 60% in size; many of its hits are not listed in these tables
Target sequence (Q9HBX9 whole entry, looked up): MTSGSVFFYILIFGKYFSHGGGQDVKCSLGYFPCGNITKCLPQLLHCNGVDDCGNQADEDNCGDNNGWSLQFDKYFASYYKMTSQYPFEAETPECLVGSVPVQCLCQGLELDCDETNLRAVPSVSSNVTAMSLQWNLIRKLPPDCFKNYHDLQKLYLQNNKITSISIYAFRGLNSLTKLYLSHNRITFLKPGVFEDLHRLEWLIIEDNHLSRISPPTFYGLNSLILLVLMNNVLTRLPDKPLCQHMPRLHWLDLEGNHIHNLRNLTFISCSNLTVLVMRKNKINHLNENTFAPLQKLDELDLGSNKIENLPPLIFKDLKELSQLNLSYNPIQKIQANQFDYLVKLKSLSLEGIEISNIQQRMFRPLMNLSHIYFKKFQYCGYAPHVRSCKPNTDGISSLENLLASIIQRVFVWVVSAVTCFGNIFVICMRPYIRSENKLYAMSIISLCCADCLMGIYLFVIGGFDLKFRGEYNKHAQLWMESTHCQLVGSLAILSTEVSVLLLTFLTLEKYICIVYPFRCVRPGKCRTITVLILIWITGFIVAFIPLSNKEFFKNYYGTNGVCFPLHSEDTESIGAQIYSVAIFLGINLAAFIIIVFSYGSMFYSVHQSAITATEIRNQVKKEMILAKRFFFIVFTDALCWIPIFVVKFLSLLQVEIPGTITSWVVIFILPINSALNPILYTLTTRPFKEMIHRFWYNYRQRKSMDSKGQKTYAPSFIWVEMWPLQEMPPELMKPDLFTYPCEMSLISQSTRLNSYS
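HEK293 cells stably expressing RXFP1, treated 30 min at 37C with compounds plus PDE4 inhibitor Ro 20174; cAMP measured by HTRF TR-FRET. Normalized to buffer and 29 nM porcine relaxin; EC50 by Hill fit.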
RXFP1 antagonist = qHTS Assay for Antagonists of the Relaxin Receptor RXFP1; 350,000 tested, 0.59% active; HEK293-RXFP1, relaxin-stimulated cAMP HTRF, 30 min; active compounds read low; AID 1259400, 2018; Relaxin receptor 1 (Homo sapiens), Q9HBX9; activity change, negative = inhibition, % at 57.5 µM;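 active = activity change of -60% or lower, but not beyond a set lower limit; inconclusive = change between -60% and -40%, or beyond the set limit; inactive = change above -40%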; note: % is set by controls: 0 for no effect and ±100 for the full control effect
An asterisk follows results filed as active; u = inconclusive; x = no result given. Unless noted, calls come from the whole dose curve; as a rule, active = well fitted curve in the direction sought with a large enough effect; inconclusive = small, poorly fitted or top-dose-only effect, or another doubt; inactive = no such curve, though single readings can be large; an effect the other way counts as inactive or inconclusive.

SMILES,Glioma ERSR ind,D1 potentiator,Vif-APOBEC3G blk,D1 ag,D1 antag,Vif-A3F inh,D2 PAM,RXFP1 agonist,RXFP1 antagonist
O=C(c1ccco1)N1CCN(c2ncnc3c2[nH]c2ccc(Br)cc23)CC1,-10%,-8,-24%,5,-25,-1%,x,3.5%,-23
Cc1ccc(Nc2ccc3cc(S(=O)(=O)N4CCCCC4)ccc3n2)cc1F,1%,-5,0%,3,-16,-4%,0,4.4%,-16
Cc1cc(C)nc(SCc2nnc(SCC(=O)Nc3nc(-c4ccccc4)cs3)n2-c2ccccc2)n1,-4%,12,-3%,3,6,6%,4,0.4%,0
CCC(C)[C@H](NC(=O)NCc1ccccn1)C(=O)OC (stereo partly drawn),-3%,-3,3%,3,2,-1%,-5,-0.4%,3
CSc1ncc(CN2CCC(C(=O)Nc3cccc(-c4cscn4)c3)CC2)cn1,-3%,-4,0%,3,-24,0%,-1,-2.0%,-11
COc1ccc(NC(=O)c2cc(-c3ccco3)nc3ccccc23)cn1,1%,-1,-19%,-1,17,u,-2,0.4%,u
COc1cccc(CNC(=O)c2cccc(NC(=O)C3=C(C)OCCS3)c2)c1,-1%,-9,-2%,4,-40*,4%,4,5.4%,1
Cc1ccc(C2C=C(c3ccccc3)Nc3nc(NS(=O)(=O)c4ccc(C)cc4)nn32)cc1 (stereo not drawn),0%,0,-24%,14,-6,2%,-4,1.0%,-32
Clc1ccc(CSc2nc(NCCc3ccccc3)c3ccccc3n2)cc1,-2%,-3,0%,8,9,-4%,-4,1.8%,-11
C[C@@H]1CN([C@H](C)CO)C(=O)CCCn2nncc2CO[C@H]1CN(C)Cc1ccc(Cl)c(Cl)c1,-3%,x,0%,x,x,8%,x,x,-3
COc1ccc(CC2(CO)CCN(C/C=C/c3ccccc3OC)CC2)cc1,-1%,2,0%,0,22,-6%,8,1.7%,-2
Cc1cc(C)nc(SC2CCCCC2NS(=O)(=O)c2ccc(Cl)cc2)n1 (stereo not drawn),-5%,-14,-1%,2,-17,1%,2,1.6%,13
CC(=O)c1cccc(NC(=O)CN2C(=O)c3ccccc3Sc3ncccc32)c1,1%,-4,-3%,0,-8,3%,-5,-0.9%,x
COc1cc(NS(=O)(=O)c2ccc(C)cc2)c2c(c1N)C(=O)c1ccccc1C2=O,0%,x,1%,x,x,-9%,x,x,-6
Cc1nc2c(oc3ccccc32)c(=O)o1,6%,2,1%,3,3,2%,x,-3.1%,16
N#CC1=C(N)Oc2n[nH]c(-c3cccnc3)c2C1c1ccc([N+](=O)[O-])o1 (stereo not drawn),-14%,-6,u,2,-26,u,6,1.7%,-7
COc1cc(C2C(C#N)=C(N)Oc3cc(C)n(Cc4ccccn4)c(=O)c32)cc2c1OCO2 (stereo not drawn),x,-6,x,3,14,x,-9,-0.4%,x
O=C(Cn1cccc1C(=O)c1ccccc1)NCCCc1ccccc1,-2%,1,1%,0,3,3%,x,1.0%,33
COc1ccc(-c2ccc(C(C)=O)cc2)cc1[C@H]1[C@@H]2C=CCC[C@@]2(C)C(=O)N1Cc1ccccc1,1%,-1,0%,2,24,-1%,14,-1.0%,x
CCC(C(=O)NCCCN1CCOCC1)n1c2ccccc2c2nc(=O)cc(C)n21 (stereo not drawn),-6%,4,-2%,4,-1,-5%,2,0.4%,-70*
COc1ccc(-c2noc(-c3cccc(OC)c3OC)n2)cc1OC,-1%,-2,1%,2,-14,1%,-1,0.5%,x
CSCCC(NS(=O)(=O)c1ccc(Cl)cc1)C(=O)OCC(=O)N1CCCc2ccccc21 (stereo not drawn),1%,0,1%,2,1,9%,3,2.4%,3
COc1ccc(Cn2cc(C(=O)c3ccc(Cl)cc3)c(=O)c3cc4c(cc32)OCO4)cc1,1%,-3,-19%,6,-7,-5%,13,-1.2%,-28
O=C1CCc2cc(S(=O)(=O)Nc3ccccc3)cc3c2N1CC3,-2%,4,-2%,22,-18,-5%,-3,0.6%,7
N#CC1(c2ccc(NC(=O)c3ccccc3)cc2)CCCC1,x,-3,x,3,-7,x,11,4.7%,x

Random excerpt: 2 compounds from above, in no set order.
SMILES,Glioma ERSR ind,D1 potentiator,Vif-APOBEC3G blk,D1 ag,D1 antag,Vif-A3F inh,D2 PAM,RXFP1 agonist,RXFP1 antagonist
Clc1ccc(CSc2nc(NCCc3ccccc3)c3ccccc3n2)cc1,-2%,-3,0%,8,9,-4%,-4,1.8%,-11
COc1ccc(NC(=O)c2cc(-c3ccco3)nc3ccccc23)cn1,1%,-1,-19%,-1,17,u,-2,0.4%,u

Going on with the list.
SMILES,Glioma ERSR ind,D1 potentiator,Vif-APOBEC3G blk,D1 ag,D1 antag,Vif-A3F inh,D2 PAM,RXFP1 agonist,RXFP1 antagonist
COCCn1c(SCC(=O)N2CCCc3ccccc32)nnc1-c1ccoc1C,-2%,-5,0%,3,7,-8%,-10,1.0%,-3
O=C(Nc1ccc(F)cc1F)N1CCN(c2ccc(Cl)c(Cl)c2)CC1,-7%,-3,0%,28,-32*,1%,-19,-1.8%,-15
O=C(COC(=O)CN1CCSC1=O)Nc1ccc(F)cc1Cl,-2%,x,0%,x,x,2%,x,x,-12
O=C(Cn1nc(-c2cccc(Cl)c2)ccc1=O)Nc1cccnc1,-1%,0,2%,2,1,-7%,5,-0.4%,-2
Cc1cc(C)c[n+](-c2nc3ccccc3nc2[N-]S(=O)(=O)c2ccc(Cl)cc2)c1,-2%,-4,0%,7,2,u,16,1.2%,x
COC(=O)CCC(=O)N1CN2CN(C(=O)CCC(=O)OC)CC([N+](=O)[O-])(C2)C1,-7%,-6,-2%,2,-19,5%,20,-9.7%,-2
CCOC(=O)N1CCN(S(=O)(=O)c2ccc(C(=O)Nc3sc4c(c3C(N)=O)CCN(CC)C4)cc2)CC1,-16%,-2,u,6,3,u,0,0.4%,-27
Cc1ccccc1OCC(O)CN1CCN(C)CC1 (stereo not drawn),-2%,-2,1%,1,-10,0%,9,1.0%,4
N#C/C(=C\c1ccco1)Sc1nc2ccccc2s1,13%,-14,u,2,-20,6%,-2,1.7%,4
O=C(NC1c2ccccc2-c2ccccc21)c1ccccc1,-3%,6,4%,2,5,1%,-5,5.1%,-8
Cc1ccc(Cl)c(NC(=O)CSc2n[nH]c(=O)n2C2CC2)c1Cl,-1%,-10,0%,0,-16,1%,1,-0.7%,1
COc1cc(/C=N/NC(=S)NC2CC3CC2C2C=CCC32)ccc1O (stereo not drawn),u,-5,-6%,3,11,2%,-10,2.2%,-11
COc1cc(C)cc2c1OC(c1ccccc1)CC2=O (stereo not drawn),5%,x,-3%,x,x,-6%,x,x,-3
CC(C)(C)n1nc2c(c1NC(=O)COc1ccc3ccccc3c1)CS(=O)(=O)C2,-1%,1,2%,3,0,-2%,4,1.1%,4
CC(=O)c1c(C)[nH]c(C(=O)OCC(=O)NCC(C)C)c1C,-6%,8,0%,5,-26,-9%,x,1.2%,-10
Cc1cc(C)c2[nH]c(=O)c(CN(C(=O)C3CCCO3)C3CCCC3)cc2c1 (stereo not drawn),x,0,x,0,-4,x,3,1.1%,x
CS(=O)(=O)c1cccc(C(=O)Nc2ccc3c(c2)OCCCO3)c1,2%,3,1%,-2,18,-7%,1,-0.2%,5
COc1ccc(CCNC(=O)CNS(=O)(=O)c2cccs2)cc1OC,-2%,-2,0%,2,-12,5%,1,-0.5%,-6
CC(=O)Nc1ccc(S(=O)(=O)N2CCSC2c2ccc(C)cc2)cc1 (stereo not drawn),0%,-6,0%,4,-13,-10%,3,0.2%,-13
O=C(OCc1ccccc1)/C(=C/c1cccc2ccccc12)NC(=O)c1ccccc1,-4%,-4,-1%,7,-1,2%,3,0.8%,2
CN1CCc2nc(SCC(=O)Nc3ccc(F)cc3)c(C#N)cc2C1,x,0,x,4,1,x,-22,5.5%,x
Cc1ccc(C(=O)CCC(=O)N2CCN(C(=O)c3ccco3)CC2)cc1,1%,1,0%,1,30,12%,17,-0.3%,2
Cc1cc(Cl)ccc1C(=O)C1CCCN(C(=O)c2cnn(C(C)C)c2)C1 (stereo not drawn),-1%,-2,0%,0,7,-19%,-15,3.1%,-17
CC(=O)OC1=CN(Cc2ccccc2)S(=O)(=O)c2ccccc21,-3%,1,1%,0,-6,8%,5,2.0%,-7
O=C(c1ccco1)N1CCC(N2CCN(c3ccccc3)CC2)CC1,-4%,-1,-1%,-1,9,8%,-21,0.0%,-3
CCN(CC)CCNC(=O)Cn1nc(-c2ccccc2)c2ccccc2c1=O,-1%,1,0%,3,7,0%,-9,0.7%,-9
O=C(Nc1ccc2c(c1)OCCO2)c1cccs1,-5%,-1,0%,0,-8,2%,x,-2.2%,-8
NC(=O)NN=C1CC2CC1C1C=CCC21 (stereo not drawn),5%,x,1%,x,x,u,x,x,-1
CC(NC(=O)c1ccc(Cl)c(S(=O)(=O)N2CCCCCC2)c1)c1cccnc1 (stereo not drawn),-1%,-5,-1%,2,-18,1%,-11,-0.1%,6
CCc1cc(C(=O)OC)c(NC(=O)CSc2nccn2C)s1,-3%,-5,1%,0,8,4%,8,-0.2%,5
Cc1ccc(C)c(-c2cc(C(=O)Nc3cccnc3)c3ccccc3n2)c1,-2%,-6,-7%,2,-1,-7%,11,0.3%,-6
CC(=O)CCc1c(C)c2cc(C)ccc2[nH]c1=O,5%,-3,-6%,3,-11,-5%,1,0.9%,-5

Only part of the results is shown. The share of hits here may be higher or lower than overall.
